# APJ antagonist = antagonists of human apelin receptor APJ, primary screen, CHO-K1 cells, beta-arrestin complementation, luminescence. 330,000 compounds, 0.32% hits. AID 2521, 2010. P35414. inhibition, % at 20 µM;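 active = inhibition above about 40% at 20 µM, limit read from the data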;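 also: cells challenged with 10 nM apelin-13 agonist together with compound; plate controls were apelin-13 plus DMSO wells for no effect and DMSO wells lacking apelin-13 for full effect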
# CCR6 antag = CCR6 receptor antagonists, primary screen, cell-based, CHO-K1, luminescence, beta-arrestin, uHTS; C-C chemokine receptor type 6 (Homo sapiens), P51684; CHO-K1 CCR6 PathHunter beta-arrestin, CCL20-stimulated; inhibition, % at 20 µM; 340,000 compounds, 0.49% hits;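 active = compounds whose inhibition of the agonist-driven luminescence signal at 20 µM reaches about 50%, limit read from the data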;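 also: cells stimulated with CCL20 at 14 nM final; plate controls were DMSO with CCL20 for no effect and DMSO without agonist for full effect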
# CXCR6 block = CXCR6 receptor inhibitors, primary screen, cell-based, beta-arrestin, luminescence, CHO-K1 PathHunter, 1536-well. inhibition, % at 20 µM. 360,000 compounds, 0.36% hits; in the data active = inhibition above about 34%, passing the limit was not always enough;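 also: antagonist mode with CXCL16 agonist at 10 nM final; 0% = 10 nM CXCL16 with DMSO and 100% = unstimulated wells without agonist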
# EBI2 block = EBI2 receptor antagonists, beta-arrestin recruitment, primary screen, cell-based, luminescence, 7a,25-OHC stimulation, uHTS; 7a,25-OHC stimulated; G-protein coupled receptor 183 (Homo sapiens), P32249; AID 651636, 2012; 360,000 compounds, 0.81% hits; inhibition, % at 5 µM; in the data active = inhibition above about 38%;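 also: enzyme fragment complementation signal reports receptor beta-arrestin coupling in cells; 0% = agonist plus DMSO wells and 100% = wells without agonist; some results beyond the cut were filed as inactive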
# Target sequence (P32249 whole entry, looked up, the tested form may be a part): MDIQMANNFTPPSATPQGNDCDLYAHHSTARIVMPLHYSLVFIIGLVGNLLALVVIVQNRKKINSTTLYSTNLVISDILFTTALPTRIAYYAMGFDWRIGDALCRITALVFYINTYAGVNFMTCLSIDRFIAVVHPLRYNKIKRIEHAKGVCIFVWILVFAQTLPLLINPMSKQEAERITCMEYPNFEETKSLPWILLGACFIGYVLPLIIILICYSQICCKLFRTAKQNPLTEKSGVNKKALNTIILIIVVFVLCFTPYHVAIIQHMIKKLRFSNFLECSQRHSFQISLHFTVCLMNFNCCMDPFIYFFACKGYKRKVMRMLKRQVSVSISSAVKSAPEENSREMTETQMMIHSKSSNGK
# Gli-Sufu antag = Gli-Sufu pathway antagonists, primary screen, luciferase luminescence, Sufu-KO-LIGHT cells, uHTS; Sufu-KO-LIGHT fibroblasts, Gli luciferase reporter luminescence; inhibition, % at 5 µM; 340,000 compounds, 0.74% hits; AID 588413, 2011;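 active = inhibition above about 55%, limit read from the data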;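 also: 0% = DMSO-treated cells and 100% = wells with medium but no cells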
# ATG4B inh = ATG4B protease inhibitors, primary screen, biochemical, fluorescence, uHTS. ATG4B cleavage of LC3-PLA2, NBD-HPC fluorescence, 1 h. 340,000 compounds, 0.51% hits. inhibition, % at 8.33 µM. Cysteine protease ATG4B (Homo sapiens), Q9Y4P1; in the data active = inhibition above about 40%
# Target sequence (Q9Y4P1 whole entry, looked up): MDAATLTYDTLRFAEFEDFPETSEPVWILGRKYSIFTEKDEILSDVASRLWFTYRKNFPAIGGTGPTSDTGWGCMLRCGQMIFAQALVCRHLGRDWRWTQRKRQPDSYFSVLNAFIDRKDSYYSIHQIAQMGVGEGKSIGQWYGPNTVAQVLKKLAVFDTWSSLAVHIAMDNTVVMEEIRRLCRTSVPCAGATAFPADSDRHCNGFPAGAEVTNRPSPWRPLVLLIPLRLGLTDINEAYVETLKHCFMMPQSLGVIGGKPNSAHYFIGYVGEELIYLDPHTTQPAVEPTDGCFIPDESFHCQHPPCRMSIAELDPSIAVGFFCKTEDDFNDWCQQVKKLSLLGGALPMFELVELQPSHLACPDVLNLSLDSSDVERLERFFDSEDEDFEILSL
# APJ agonist = agonists of human apelin receptor APJ, primary screen, CHO-K1 cells, PathHunter beta-arrestin, luminescence | 0% DMSO wells, 100% apelin | activation, % at 20 µM | 330,000 compounds, 0.11% hits | AID 2520, 2010;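 active = activation more than six SD over the plate average, tested at 20 µM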;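 also: 0% = DMSO alone and 100% = apelin-13 at 10 nM; some results filed as inactive read as strong as hits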
#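 Material: CHO-K1 APJ beta-arrestin complementation cell line; Input: cell density 1000 per well; Incubation: compound stimulation 90 min at 25 °C, detection 60 min; Signal: luminescence from split beta-galactosidase complementation, Galacton Star/Emerald II substrate; Controls: DMSO-only wells as negative, 10 nM Apelin-13 as positive control.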
# UBC13 polyUb = UBC13 polyubiquitin chain formation inhibitors, primary screen, biochemical, TR-FRET, uHTS | AID 485273, 2010 | 330,000 compounds, 0.47% hits | inhibition, % at 20 µM; in the data active = inhibition above about 45%, passing the limit was not always enough
# Target sequence (P61088 whole entry, looked up): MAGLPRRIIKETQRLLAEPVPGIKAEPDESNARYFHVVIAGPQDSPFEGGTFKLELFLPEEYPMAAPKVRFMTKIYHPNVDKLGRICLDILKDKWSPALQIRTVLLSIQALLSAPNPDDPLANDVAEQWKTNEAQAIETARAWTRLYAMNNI
# Active calls of the source: *; x = no result given.
SMILES,APJ antagonist,CCR6 antag,CXCR6 block,EBI2 block,Gli-Sufu antag,ATG4B inh,APJ agonist,UBC13 polyUb
CCOC(=O)COc1nc(-c2ccco2)cc(-c2ccco2)c1C#N,4,19,4,-7,6,3,-2,-15
CC(CC(=O)Nc1ccc2c(c1)OCO2)c1ccccc1 (stereo not drawn),5,3,-7,-11,-12,1,2,1
O=C(O)c1ccc(N2C(=O)CC(N3CCN(c4ccc(Cl)cc4)CC3)C2=O)cc1 (stereo not drawn),-6,8,0,-5,4,-8,-3,6
Fc1ccc2c(c1)C1C=CCC1C(c1cc3c(cc1Br)OCO3)N2 (stereo not drawn),-20,3,4,34,-2,-1,-1,-3
CCC(CC)C(=O)N1CCN(Cc2nc3ccccc3c(=O)[nH]2)CC1,10,8,9,9,-13,1,-1,5
COc1cc(/C=C/C(=O)OCC(=O)N2c3ccccc3CC2C)cc(OC)c1OC (stereo not drawn),4,1,0,17,-1,-3,-4,13
CC1CCN(C(=O)CN(CCc2ccccc2)S(C)(=O)=O)CC1,-2,9,3,1,0,-15,0,5
COc1ccc(OC)c(-c2csc(NC(=O)c3ccccc3F)n2)c1,4,12,0,14,-20,17,1,14
Cc1ccccc1/C(N)=N/OC(=O)c1ccc(F)cc1,-90,-33,-4,-7,-18,-2,4,13
COC(=O)CCCC1=CC2=CC(=O)C(C)(OC(=O)c3cccs3)C(=O)C2=CN1Cc1ccc2c(c1)OCO2 (stereo not drawn),-11,-5,-15,-12,-6,-2,16,-56
Cc1cc(NC(=O)CSc2nnc(C)c(=O)n2N)no1,6,-6,-7,9,6,2,-3,-8
CCCCCCCC1(C)NC(=O)N(c2ccccc2)N1 (stereo not drawn),-3,-4,-2,-3,5,5,2,0
O=S1(=O)NC(=NCc2ccco2)c2ccccc21,0,4,-9,-12,5,-3,-6,2
Nc1c(C(=O)NCc2ccco2)nnn1-c1ccccc1,3,13,3,-7,-41,-3,-7,0
COC(=O)c1ccc(N2CCN(CC(=O)c3ccc(-c4ccccc4)cc3)CC2)c([N+](=O)[O-])c1,-14,10,12,1,1,-9,-2,-12

# By substructure, those above with an aryl methoxy group.
SMILES,APJ antagonist,CCR6 antag,CXCR6 block,EBI2 block,Gli-Sufu antag,ATG4B inh,APJ agonist,UBC13 polyUb
COc1cc(/C=C/C(=O)OCC(=O)N2c3ccccc3CC2C)cc(OC)c1OC (stereo not drawn),4,1,0,17,-1,-3,-4,13
COc1ccc(OC)c(-c2csc(NC(=O)c3ccccc3F)n2)c1,4,12,0,14,-20,17,1,14

# Later entries.
SMILES,APJ antagonist,CCR6 antag,CXCR6 block,EBI2 block,Gli-Sufu antag,ATG4B inh,APJ agonist,UBC13 polyUb
O=c1c(Cl)c(N2CCCCC2)cnn1-c1nc2ccccc2[nH]1,5,19,-3,0,25,1,-2,2
C/C=N/NC(=O)CCNC(=O)c1ccccc1,4,3,-2,-1,-3,-5,1,2
CCc1ccc(NC(=O)CC2C(=O)Nc3c2c(=O)n(C)c(=O)n3C)cc1 (stereo not drawn),-25,-5,0,-23,-13,7,-5,6
O=S(=O)(c1ccccc1)c1cnc(-c2cccnc2)nc1-c1ccccc1,5,8,-1,15,14,0,0,3
Cc1cc(C)cc(OCC(=O)Nc2nc3ccc([N+](=O)[O-])cc3s2)c1,17,23,12,2,-17,11,-4,-2
Clc1ccc(-n2cccc2/C=N/n2cnnc2)cc1,-14,20,-6,-3,-2,4,-1,-12
CC(=O)c1ccc(S(=O)(=O)Oc2ccc(C(=O)O)cc2Cl)cc1,5,9,-6,3,-7,-1,-5,-17
O=[N+]([O-])c1ccc(Cl)c(S(=O)(=O)N2CCCCCC2)c1,-35,-5,-18,-6,-22,-6,10,6
Cc1ccc(Nc2nc(N)nc(CN3CCC(C)CC3)n2)c(C)c1,3,5,5,2,4,-5,4,2
COC(=O)c1c(NC(NC(=O)c2ccccc2)(C(F)(F)F)C(F)(F)F)sc2c1CCN(C)C2,0,13,-7,-7,2,3,-1,6
CNc1nc2c3ccccc3n(C(C)=O)c2s1,3,5,-9,4,-2,-1,0,4
N#C/C(=C\c1cccs1)C(=O)c1ccccc1,3,3,4,-10,-3,3,0,-7
Cc1cc2nnc(SCC(=O)NCc3cccs3)n2c2ccccc12,2,-8,0,5,0,4,-5,-9
Cc1ccc(C(=O)C2COC(=O)C2)cc1 (stereo not drawn),0,4,3,-7,2,-3,-3,2
CCOC(=O)CN1C(=O)C(Sc2n[nH]c(-c3ccccc3)n2)CCc2ccccc21 (stereo not drawn),-8,2,-6,12,-2,-7,4,5

# Record cards (already shown). Screens in order: APJ antagonist | CCR6 antag | CXCR6 block | EBI2 block | Gli-Sufu antag | ATG4B inh | APJ agonist | UBC13 polyUb
# Entry for Cc1ccc(C(=O)C2COC(=O)C2)cc1 (stereo not drawn) : 0 | 4 | 3 | -7 | 2 | -3 | -3 | 2
# Entry for Cc1cc2nnc(SCC(=O)NCc3cccs3)n2c2ccccc12 : 2 | -8 | 0 | 5 | 0 | 4 | -5 | -9
# Entry for C/C=N/NC(=O)CCNC(=O)c1ccccc1 : 4 | 3 | -2 | -1 | -3 | -5 | 1 | 2
# Entry for Cc1cc(C)cc(OCC(=O)Nc2nc3ccc([N+](=O)[O-])cc3s2)c1 : 17 | 23 | 12 | 2 | -17 | 11 | -4 | -2
# Entry for CCc1ccc(NC(=O)CC2C(=O)Nc3c2c(=O)n(C)c(=O)n3C)cc1 (stereo not drawn) : -25 | -5 | 0 | -23 | -13 | 7 | -5 | 6

# Carrying on.
SMILES,APJ antagonist,CCR6 antag,CXCR6 block,EBI2 block,Gli-Sufu antag,ATG4B inh,APJ agonist,UBC13 polyUb
COCCn1c(SCC(=O)N2CCCc3ccccc32)nnc1-c1ccco1,-16,-12,-2,7,1,20,5,-13
COc1cccc(NC(=O)CN(C)CC(=O)Nc2ccccc2-c2ccccc2)c1,4,10,2,4,-5,2,-2,-8
Cn1c(=O)n(C)c2cc(NC(=O)CCl)ccc21,-1,-2,4,6,24,-5,-2,-5
CCOc1ccc(C)cc1S(=O)(=O)N1CCCCC1,-12,-5,5,-4,2,-2,-5,4
Cc1ccc(CNC(=O)CN2CCN(Cc3ccc(Cl)cc3)C2=O)cc1,8,19,-6,5,3,-9,0,2
Cc1ccc(NC(=O)CCSCCC(=O)Nc2ccc(C)c(C)c2)cc1C,-6,16,10,13,-5,-30,-1,6
O=S(=O)(O)c1cc(O)c2c(O)c(N=Nc3cc(Cl)ccc3O)c(S(=O)(=O)O)cc2c1,40*,60*,39,9,17,6,-7,-53
COc1ccccc1CCC(=O)N(Cc1ccccc1)c1c(N)n(Cc2ccccc2)c(=O)[nH]c1=O,-16,0,0,-2,4,-12,-4,3
CCOC(=O)Nc1ccc2c(c1)N(C(=O)CN(C)C)c1ccccc1CC2,-11,7,1,-5,-7,1,-2,-4
CCCc1cc(=O)[nH]c(SCC(=O)NCCC2=CCCCC2)n1,13,-8,0,-1,-1,-5,-2,-6
c1ccc(C[n+]2c(-c3ccccc3)csc2Nc2ccccc2)cc1,2,20,8,33,-27,0,-3,-7
CCN(CC)C(=O)CSc1nc2sc(C)c(C)c2c(=O)[nH]1,16,3,-7,8,1,6,-4,24
O=C1/C(=C\c2ccsc2)NC(=S)N1c1ccccc1,8,18,8,5,-6,3,-2,22
CC(=O)OC1COC(N2CCc3cc([N+](=O)[O-])ccc32)C(OC(C)=O)C1OC(C)=O (stereo not drawn),7,-11,6,-4,-6,-10,-4,-4
O=C(O)C1C2CCC(C2)C1C(=O)NCCCn1ccnc1 (stereo not drawn),-34,-30,10,-8,-2,0,1,-3
COC(=O)Oc1ccc(/C=N/NC(=O)CN(c2ccccc2Cl)S(C)(=O)=O)cc1OC,-1,3,-2,-9,-10,-1,-2,-9
Cc1cc(O)ccc1N/C=C/c1onc(C)c1[N+](=O)[O-],29,29,6,-4,-69,1,-1,-121
CCc1nc(N[C@H](C(=O)O)C(C)C)c2oc3ccccc3c2n1,0,-4,0,11,-12,8,-3,4
O=C(NCc1cccs1)C1CCCN1S(=O)(=O)c1ccccc1F (stereo not drawn),-6,7,-3,-3,-1,-4,-3,-6
COc1ccc2c(c1)-c1c(ssc1=S)C(C)(C)N2C(=O)CSC1=NCCS1,25,26,18,33,11,-4,-9,-6
O=C(Nc1ccc(Cl)cc1)c1csc(-c2ccncc2)n1,6,-21,-6,12,-2,-1,-1,10
COc1cccc(/C=N/n2nnnc2N)c1OCc1ccccc1Cl,7,8,3,-3,4,0,-4,9
CCn1c(CSc2nnc(C)n2-c2ccccc2)nc2cc(S(=O)(=O)N(C)C)ccc21,3,-12,-5,-4,5,-6,-4,3
O=C(C1CCCN1S(=O)(=O)c1ccc(Cl)c(Cl)c1)N1CCOCC1 (stereo not drawn),13,-1,0,3,5,8,1,-9
CCOC(=O)c1sc(NC(C)=O)nc1-c1ccccc1,11,7,0,-1,-2,3,-7,8
O=C(Cn1nnc2ccccc21)N/N=C/c1ccco1,11,1,-9,-5,0,-8,-3,3
O=C(COC(=O)C1CC1)Nc1ncc(C(F)(F)F)cc1Cl,5,0,1,-9,-1,0,1,0
COCCCN1C(=O)C(=O)/C(=C(/O)c2ccc(S(=O)(=O)N3CCOCC3)cc2)C1c1ccc(C)cc1 (stereo not drawn),-28,-21,4,-17,-3,-3,9,-19
O=C(CSc1nnc(SCc2ccccc2)s1)N/N=C/c1ccc(Cl)cc1Cl,-10,-5,2,31,14,8,-3,-5
O=[N+]([O-])c1cc(S(=O)(=O)N2CCOCC2)ccc1NS(=O)(=O)c1ccccc1,9,20,-7,0,7,-8,-7,-1
Cc1ccc(NC(=O)c2ccco2)c(NC(=O)c2cccs2)c1,-2,7,0,-1,4,-3,-2,-2
CN(Cc1ccccc1)C(=O)CSc1nc2ccccc2c(=O)n1Cc1ccco1,-22,9,9,-14,0,-1,-4,12
O=C(NCCCN1CCCC1=O)c1ccc(S(=O)(=O)Nc2cccc(C(F)(F)F)c2)cc1,-3,1,-1,-3,19,-4,-6,-2
COc1cc(/C=N/NC(=O)c2cc(-c3ccccc3)nc3ccccc23)ccc1O,-3,16,4,9,59*,-9,-3,-7
O=C(NC1CCCCC1)c1cc(C2CC2)on1,-16,11,3,-4,-29,-5,-4,16
COC(=O)NC(NC(=S)Nc1cccc(C)c1)C(Cl)(Cl)Cl (stereo not drawn),-2,4,-3,-8,6,6,0,5
CN(C)S(=O)(=O)c1cccc(-c2csc(N/N=C/c3ccco3)n2)c1,-11,9,-31,4,-9,5,4,-12
O=C(CSc1nnnn1-c1ccc2c(c1)OCO2)NCc1cccs1,5,-6,-6,-8,-15,-1,-1,-1
CC1(C)C2CCC1(C)C(OC(=O)CSc1nc(N)cc(=O)[nH]1)C2 (stereo not drawn),11,1,-2,0,0,-2,-3,-1
COC(=O)c1ccn(-c2nc(-c3ccco3)cc(C(F)(F)F)n2)n1,-7,4,-1,0,8,-18,2,5
CCC1=NN2C(=N)/C(=C\c3cccn3-c3cccc(Cl)c3)C(=O)N=C2S1,14,19,7,-17,2,14,-4,-15
O=C(c1ccc(O)c(Br)c1)c1cc(Br)ccc1O,x,6,8,10,4,9,x,x
CN(CC1CCOCC1)C(=O)CC1C(=O)NCCN1Cc1ccc(F)c(F)c1 (stereo not drawn),2,10,-3,0,22,25,-3,-9
CCOC(=O)CSC1=N/C(=C\c2cc(OC)c(OC)c(OC)c2)C(=O)N1C,-11,-1,-9,-13,-7,-3,2,15
COc1ccc(-n2c(SCC(=O)NCCCN3CCCC3=O)nnc2C(C)N2CCCCC2)cc1 (stereo not drawn),16,-4,13,2,1,4,0,-5
O=C(NCCS(=O)(=O)NCCCc1ccccc1)c1ccccc1,-47,3,4,2,14,5,-1,1
COc1ccc(S(=O)(=O)N2CCC(C(=O)NCc3ccco3)CC2)cc1C,16,5,7,-3,6,0,-1,-1
